Source: PubChem BioAssay (several laboratories)
TRPC6 inh: blocks the mouse TRPC6 cation channel | B-score at 10 µM | hit rate 1.1% among 310,000 | HEK293-TRPC6, membrane potential dye, ACh-evoked depolarization; hits give low values;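 active = B-score under library mean minus 3 SD, initial fluorescence not abnormally high, positive integrated signal ratio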;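 note: B-score derived from integrated fluorescence ratio over the kinetic read; more negative B-score means stronger inhibition of depolarization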
RGS4 act: RGS4 potentiation or activation. HEK293 M3R/inducible RGS4, carbachol calcium flux Fluo4; hits give low values. B-score at 10 µM. hit rate 0.92% among 310,000. AID 463111;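 active = B-score of the integrated calcium signal more than 4 SD below the library mean, with starting fluorescence not abnormally high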;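 note: negative B-score means reduced calcium response which marks RGS4 activation or potentiation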
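Material: Inducible-RGS4 HEK293 cells carrying M3 receptor; also added: carbachol at ECmax as muscarinic agonist stimulus; incubation: compound preincubation 20 min at room temperature before agonist; signal: Fluo4-AM (2 µM) calcium-flux fluorescence, kinetic read; measure: integrated calcium ratio converted to B score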
SKKanGAS inh: SKKanGAS growth inhibition. S. pyogenes SKKanGAS, kanamycin growth, BacTiter-Glo, 6 h. inhibition, % at 7.5 µM. hit rate 1.3% among 300,000. AID 1662;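 active = mean replicate score, as percent of positive control median, at least 50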;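 note: strain carries kanamycin resistance gene driven by streptokinase promoter and grows in 40 µg/ml kanamycin; loss of luminescence reflects streptokinase promoter inhibition or plain growth inhibition; 0% = median of DMSO wells and 100% = positive control at its reference dose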
MrgX1 antagonist: antagonists of human MrgX1 receptor. MRGX1-HEK293 calcium flux, Fluo-4, BAM8-22 antagonism; hits give low values. B-score at 10 µM. Q96LB2. hit rate 1.3% among 310,000;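 active = calcium-response B-score plate-corrected more than 3 library SD below zero, starting fluorescence within 5 deviations, no agonist response on first addition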;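 note: peak minus trough fluorescence over baseline after final BAM8-22 challenge near maximal dose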
Target sequence (Q96LB2 whole entry, looked up): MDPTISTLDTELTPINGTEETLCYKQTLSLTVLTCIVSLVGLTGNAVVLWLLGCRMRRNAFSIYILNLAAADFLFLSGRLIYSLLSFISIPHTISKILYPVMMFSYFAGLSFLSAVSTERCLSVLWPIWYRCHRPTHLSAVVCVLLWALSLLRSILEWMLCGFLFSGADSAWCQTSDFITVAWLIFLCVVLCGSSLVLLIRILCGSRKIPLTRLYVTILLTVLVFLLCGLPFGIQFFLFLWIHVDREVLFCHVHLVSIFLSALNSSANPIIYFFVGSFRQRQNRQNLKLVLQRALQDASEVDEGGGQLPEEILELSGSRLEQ
ANO1 block: blocks the mouse calcium-activated chloride channel TMEM16A. hit rate 1.2% among 310,000. normalized B-score (activity score, 25-100; higher = stronger inhibition) at 10 µM. HEK293 TMEM16A/YFP iodide influx fluorescence, ionomycin. AID 588511. Q8BHY3;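 active = ratio plate-corrected score three or more library SD toward inhibition, starting fluorescence score within five deviations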;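 note: score derived from kinetic fluorescence span divided by baseline fluorescence per well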
MrgX1 PAM: allosterically activates human MrgX1 receptor signaling | Q96LB2 | MrgX1-HEK293, Fluo-4 calcium flux, FDSS; hits give high values | B-score at 10 µM | hit rate 0.63% among 310,000 | AID 588675;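 active = plate-corrected calcium response at least 3 library SD above typical, normal starting fluorescence, not activating the receptor alone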;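 note: compound read alongside a low EC10 to EC30 dose of BAM8-22 agonist; peak minus trough fluorescence over baseline measured at the second addition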
ANO1 activ: activates or potentiates the mouse TMEM16A chloride channel. AID 623877. HEK293 TMEM16A/YFP-H148Q/I152L, iodide quench fluorescence; hits give low values. hit rate 0.3% among 340,000. B-score at 10 µM;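 active = fluorescence-ratio B-score plate-corrected deviation score at least 3 library SD below zero, with starting fluorescence score within 5 deviations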;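 note: channel opened by trigger with iodide after compound preincubation; score built on the fluorescence ratio of max minus min over baseline; more negative score means more quench and so TMEM16A activation or potentiation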
RGS4 block: inhibitors of human RGS4; P49798; HEK293 M3R/RGS4 inducible, Fluo-4 calcium flux; hits give high values; triggered by carbachol at its EC20; B-score at 10 µM; hit rate 0.45% among 310,000;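 active = B-score, a plate-corrected calcium signal, over three deviations above library mean, with baseline fluorescence within five deviations of library mean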;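 note: RGS4 expression induced by doxycycline in cells with stable M3 receptor; B-score is computed from the integrated fluorescence ratio over baseline after carbachol; higher B-score means a larger calcium signal and so more RGS4 inhibition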
Target sequence (P49798 whole entry, looked up): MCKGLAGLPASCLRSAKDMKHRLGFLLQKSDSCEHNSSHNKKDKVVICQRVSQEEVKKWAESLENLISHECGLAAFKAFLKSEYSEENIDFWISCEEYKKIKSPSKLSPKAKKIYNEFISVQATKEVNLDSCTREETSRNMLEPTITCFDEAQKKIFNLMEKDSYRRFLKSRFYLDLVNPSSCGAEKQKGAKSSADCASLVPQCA
MrgX1 ag: human MrgX1 receptor agonism, primary screen | Q96LB2 | MrgX1-HEK293 cells, Fluo-4 calcium fluorescence, agonist mode; hits give high values | B-score at 10 µM | hit rate 0.44% among 310,000 | AID 588627;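 active = calcium response B-score plate-corrected fluorescence ratio at least 3 library SD, with starting fluorescence B-score inside 5 SD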
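Assay system: MrgX1-expressing HEK293 cells / Amount: fifteen thousand cells per well / Doses: test compound in the initial addition of three / Timing: cells plated overnight, dye loaded 0.5 h 37 °C, 0.5 h room temperature / Technique: kinetic calcium dye fluorescence, Fluo-4 NW / Control set: positive and negative controls per plate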
HDAC3 inhib: blocks human histone deacetylase 3; inhibition, % at 8.3 µM; recombinant HDAC3, fluorogenic peptide/trypsin coupled, fluorescence; hit rate 0.15% among 320,000; AID 2718; O15379; in the data active = inhibition above about 26%, passing the limit was not always enough
Target sequence (O15379 whole entry, looked up): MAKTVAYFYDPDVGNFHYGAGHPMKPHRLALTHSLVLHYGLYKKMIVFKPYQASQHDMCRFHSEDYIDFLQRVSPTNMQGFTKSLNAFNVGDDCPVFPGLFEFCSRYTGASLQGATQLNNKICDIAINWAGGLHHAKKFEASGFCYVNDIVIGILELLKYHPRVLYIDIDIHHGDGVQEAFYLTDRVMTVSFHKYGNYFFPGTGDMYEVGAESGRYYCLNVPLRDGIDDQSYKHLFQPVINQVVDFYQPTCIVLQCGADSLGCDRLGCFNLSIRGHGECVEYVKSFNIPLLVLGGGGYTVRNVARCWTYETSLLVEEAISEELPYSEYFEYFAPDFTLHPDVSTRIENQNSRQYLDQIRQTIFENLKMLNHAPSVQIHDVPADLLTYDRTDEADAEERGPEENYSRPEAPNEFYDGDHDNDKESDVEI
TRPC6 act: activators of mouse TRPC6 channel | Q61143 | HEK293-TRPC6 membrane potential dye fluorescence; hits give high values | B-score at 10 µM | hit rate 0.13% among 310,000 | AID 2550;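 active = B-score of the integrated fluorescence ratio above library mean plus 3 SD, and starting fluorescence ratio within library mean plus 5 SD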;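 note: higher score means more depolarization so channel activation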
* hit, by the source's call; i = inactive; · = not tested or not shown.

SMILES	TRPC6 inh	RGS4 act	SKKanGAS inh	MrgX1 antagonist	ANO1 block	MrgX1 PAM	ANO1 activ	RGS4 block	MrgX1 ag	HDAC3 inhib	TRPC6 act
CC(C)NCc1cccc([N+](=O)[O-])c1	i	i	-1	i	i	i	i	i	i	-10	i
CCOC(=O)CSc1nnc([C@H](C)NC(=O)OC(C)(C)C)o1	i	i	5	i	i	i	i	i	i	0	i
O=C(O)CCSCc1ccccc1F	·	·	·	i	i	i	i	·	i	1	·
COc1ccc(-c2cc(N)n(S(=O)(=O)c3c(F)c(F)c(F)c(F)c3F)n2)cc1OC	i	i	29	-6.9*	100*	i	i	i	i	-2	i
CCCCNC(=S)Nc1ccccc1Cc1ccccc1	i	i	5	i	i	i	i	i	i	0	i
CCOC(=O)c1c(C)oc(NC(=O)COc2ccc(Cl)cc2C)c1C#N	i	i	21	i	i	i	i	i	i	-3	i
CN1C(=O)C(O)(CC(=O)c2ccc(F)cc2)c2cc(Br)ccc21 (centres undefined)	i	i	-1	-5.1*	i	i	i	i	i	6	i
COc1cc(OC)c2c(-c3ccccc3)cc(=O)oc2c1C(CC(=O)N1CCOCC1)c1ccc2c(c1)OCO2 (centres undefined)	i	i	12	i	i	i	i	i	i	6	i
CCN1C(=O)CS/C1=N\S(=O)(=O)c1ccc(C)cc1	i	i	3	i	i	i	i	i	i	1	i
Cc1ccc2c(COC(=O)CC3Sc4ccccc4NC3=O)cc(=O)oc2c1C (centres undefined)	i	i	29	i	i	i	i	i	i	-1	i
O=C(O)/C=C\C(=O)Nc1ccc(N2CCN(c3ccc(Cl)cc3)CC2)cc1	i	i	4	i	i	i	i	i	i	9	i
Cc1ccc(N2C(=O)N(CC(=O)NCc3ccccc3Cl)C(=O)C2C)cc1 (centres undefined)	i	i	1	i	i	i	i	i	i	3	i
Cc1c(CCOC(=O)c2cc([N+](=O)[O-])cc([N+](=O)[O-])c2)sc[n+]1CC(=O)c1ccc(Br)cc1	i	i	12	i	i	i	i	i	i	-4	i
C=CCNc1nc(-c2cccs2)c(CC(=O)O)s1	i	i	4	i	i	i	i	i	i	1	i
COc1ccc(C2CC(c3ccc(Br)cc3)Nc3nc(N)nn32)cc1 (centres undefined)	i	i	-14	i	i	i	i	i	i	1	i
CCn1c(CNC(=O)C(C)(C)C)nc2ccccc21	i	i	-1	i	i	i	i	i	i	0	i
O=C(O)CC(NC(=O)c1ccccc1NC(=O)c1ccccc1)C(=O)O (centres undefined)	i	i	-5	i	i	i	i	i	i	-2	i
COc1ccc(Cc2nnc(NC(=O)Nc3ccccc3)s2)cc1OC	i	i	-3	i	i	i	i	i	i	-3	i
CC(C)Oc1cccc(C(=O)NC(=S)Nc2cccc(NC(=O)c3ccccc3Cl)c2)c1	i	i	18	i	i	i	i	i	i	-2	i
CCN(CC)CCCNc1nc2cc(OC)c(OC)cc2c2nc(-c3cccnc3)nn12	-8*	i	3	i	i	i	i	i	i	3	i
O=C(Cn1nnc2ccccc2c1=O)NCCc1ccccc1	i	i	-1	i	i	i	i	i	i	0	i
CCN1CC2([N+](=O)[O-])CC=C(OC)C([N+](=O)[O-])(C1)C2 (centres undefined)	i	i	3	i	i	i	i	i	i	·	i
CCN1C(=O)[C@H]2[C@@H](c3ccc(C)cc3)N3C(=O)N(c4ccc(C)cc4)C(=O)[C@@]3(Cc3ccccc3)[C@H]2C1=O	i	i	-1	i	i	i	i	i	i	-4	i
COc1ccccc1C(=O)Nc1nnc(SCC(=O)Nc2ccc3c(c2)oc2ccccc23)s1	i	i	12	i	i	i	i	i	i	-3	i
CCOc1ccc(NC(=O)CN2CC(c3ccccc3)CC2=O)cc1 (centres undefined)	i	i	-10	i	i	i	i	i	i	6	i
O=C(Nc1ncc2c(n1)-c1ccccc1CC2)c1ccc(F)cc1	i	i	-18	i	i	i	i	i	i	1	i
CS(=O)(=O)N1CCCC(C(=O)N2CCc3ccccc3C2)C1 (centres undefined)	i	i	3	i	i	i	i	i	i	-2	i
COc1ccccc1CCNC(=O)c1cnn2c(C(F)F)cc(C)nc12	i	i	-4	i	i	i	i	i	i	6	i
CC1CCCCC1NC(=O)COC(=O)COc1ccc(Cl)cc1 (centres undefined)	i	i	15	i	i	i	i	i	i	1	i
O=C(NNC(=O)c1ccc(F)cc1)c1ccncc1	i	i	-5	i	i	i	i	i	i	1	i
O=c1c(Cc2ccccc2)c(O)nc2n1CCS2	i	i	4	i	i	i	i	i	i	2	i
COc1ccc(N2C(=O)C3CCCN3C2c2ccc(C)o2)cc1 (centres undefined)	i	i	-3	i	i	i	i	i	i	2	i
c1ccc2c(c1)CCN(c1ncnc3nc[nH]c13)C2	i	i	-4	i	i	i	i	i	i	-17	i
CC(C)(ONC(=O)Nc1ccccc1Cl)C(=O)O	i	i	2	i	i	i	i	i	i	0	i
O=C(O)c1sccc1S(=O)(=O)N1CCN(c2ccc(C(F)(F)F)cn2)CC1	i	i	-3	i	i	i	i	i	i	-16	i
CCOC(=O)CSc1nnc(-c2ccc(S(=O)(=O)N3CCOCC3)cc2)n1-c1ccccc1	i	i	-13	i	i	i	i	i	i	·	i
Cn1c(=O)c2c(SCC(=O)Nc3ccccc3F)nc(C3CC3)nc2n(C)c1=O	i	i	25	i	i	i	i	i	i	2	i
CNCC(=O)O	·	·	·	i	i	i	i	·	i	3	·
C[C@@H](CN1CCC(Cc2ccccc2)CC1)[C@@H](O)c1ccc(O)cc1	·	·	·	i	i	i	i	·	i	0	·
CCCc1nnc(NC(=O)C2CCCO2)s1 (centres undefined)	i	i	-1	i	i	i	i	i	i	-3	i
CC1CC(C)CN(CCCNC(=O)c2cc3c(s2)-c2ccccc2OC3)C1 (centres undefined)	i	i	-1	i	i	i	i	i	i	-383	i
CC(C)(C)c1ccccc1NC(=S)NC1CCCC1	i	i	-1	i	i	i	i	i	i	1	i
Cc1ccc(NCN2C(=O)C3CC=CCC3C2=O)cc1 (centres undefined)	i	i	-9	i	i	i	i	i	i	-14	i
CCOC(=O)c1ccc2[nH]c3c(c2c1)CCCC3	i	i	0	i	i	i	i	i	i	4	i
CCS(=O)(=O)c1ncc(Cl)c(C(=O)Nc2ccc(S(=O)(=O)N3CCCC(C)C3)cc2)n1 (centres undefined)	i	i	37	i	i	i	i	i	i	10	i
Cc1ccc(CNC(=O)C2CCN(S(=O)(=O)c3cccc4nonc34)CC2)cc1	i	i	6	i	i	i	i	i	i	-3	i
CCOC(=O)Nc1cccc(Nc2ccccc2)c1	i	i	3	i	i	i	i	i	i	0	i
Cc1ccc(-c2csc3nnc(SCc4csc(C)n4)n23)cc1	i	i	-5	i	i	i	i	i	i	-2	i
Cc1cc(NC(=O)CSc2nc3c(cc2C#N)CCC3)no1	i	i	2	i	i	i	i	i	i	-8	i
CSCC[C@H](NC(=O)C(C)Oc1ccc(Cl)cc1)c1nc2ccccc2[nH]1 (some centres undefined)	i	i	7	i	i	i	i	i	i	-1	i
COc1ccc(Cl)cc1NC(=O)c1cc(-c2ccc(C)cc2O)n[nH]1	i	i	2	i	i	i	i	i	i	-1	i
COC(=O)c1ccc2c(=O)n(CC3CCCO3)c(SCC(=O)NCCc3ccc(S(N)(=O)=O)cc3)nc2c1 (centres undefined)	i	i	-7	i	i	i	i	i	i	-17	i
COc1cccc(C2CC(c3ccccc3)Nc3ncnn32)c1 (centres undefined)	i	i	-13	i	i	i	i	i	i	0	i
Cc1ccc(S(=O)(=O)N2CCC(=O)N(C(COCc3ccc(C(F)(F)F)cc3)C(C)C)CC2)cc1 (centres undefined)	i	i	1	i	i	i	i	i	i	20	i
Cc1ccc(NC(=O)CSc2nnc(/N=C/N(C)C)s2)cc1	i	i	-4	i	i	i	i	i	i	6	i
O=C(CN(C(=O)C1CSC(=O)C1)c1ccc(F)cc1)NCc1ccc2c(c1)OCO2 (centres undefined)	i	i	1	i	i	i	i	i	i	1	i
O=[N+]([O-])c1ccc(S(=O)(=O)NCCN2CCOCC2)cc1	i	i	2	i	i	i	i	i	i	4	i
C#CCOCCOCCOCCNc1nc(N2CCN(C(=O)[C@H](CCCCN)n3cc(CCC(=O)O)nn3)CC2)nc(N2CCN(C(=O)[C@H](CCCCN)n3cc(CC(C)O)nn3)CC2)n1 (some centres undefined)	·	·	·	i	i	i	i	·	i	2	·
CC(N=C1NS(=O)(=O)c2ccccc21)C(=O)NCc1ccc2c(c1)OCO2 (centres undefined)	i	i	2	i	i	i	i	i	i	4	i
CC(C)(C)c1ccc2c(c1)OC(C(=O)N/N=C/c1ccc([N+](=O)[O-])o1)CO2 (centres undefined)	i	i	66*	i	i	i	i	i	i	5	i
Carrying on:
SMILES	TRPC6 inh	RGS4 act	SKKanGAS inh	MrgX1 antagonist	ANO1 block	MrgX1 PAM	ANO1 activ	RGS4 block	MrgX1 ag	HDAC3 inhib	TRPC6 act
CCN1CCN(c2nc3c(C)cccn3c(=O)c2/C=C(\C#N)S(=O)(=O)c2ccc(Cl)cc2)CC1	i	i	2	i	i	i	i	i	i	6	i
CCN(CC)CCCNC(=O)c1[nH]c(C)c(C(=O)NC2CCCCC2)c1C	i	i	-6	i	i	i	i	i	i	0	i
Cc1ccc(C(=O)c2c3ccc([N+](=O)[O-])cc3[n+]([O-])n2CCC(N)=O)cc1	i	i	27	i	i	i	i	i	i	0	i
COc1ccc(OCC2NCCc3cc(OC)c(OC)cc32)cc1 (centres undefined)	i	i	1	i	i	i	i	i	i	2	i
CCOC(=O)C/C(=N\Nc1ncnc2ccccc12)c1ccccc1	i	i	-3	i	i	i	i	i	i	-2	i
COc1ccc(S(=O)(=O)CCC(=O)Nc2ccc(OC)cc2OC)cc1	i	i	13	i	i	i	i	i	i	12	i
Cc1cc(C)c(S(=O)(=O)Nc2ccc[nH]c2=O)c(C)c1	i	i	-1	i	i	i	i	i	i	5	i
CCOC(=O)N1CCN(CC(=O)Nc2cc(OC)c(OC)cc2C#N)CC1	i	i	-6	i	i	i	i	i	i	-4	i
COc1ccc(NC(=O)c2cc3ccccc3o/c2=N\NS(=O)(=O)c2ccc(C)cc2)cc1	i	i	0	i	i	i	i	i	i	-4	i
